# RAM inhibit: yeast RAM network inhibition. S. cerevisiae dse1pr::URA3 reporter, 5-FOA growth OD615, 2 d; analog-sensitive cbk1-as2 kinase mutant strain. inhibition, % at 50 µM. actives 1.8% (n = 190,000). AID 868;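 active means inhibition above a set limit, 3 SD over mean compound inhibition, cut at about 8.4% in these data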;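 further: 0% = DMSO-only wells with no growth and 100% = 10 µM 1-NA-PP1 full growth; inhibition rescues growth on 5-FOA so higher OD means more RAM inhibition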
# S1P3 antagonist: S1P3 (human) receptor antagonism. Q99500. CHO S1P3 NFAT-BLA reporter, FRET fluorescence, antagonist mode. inhibition, % at 4.98 µM. actives 0.27% (n = 170,000). AID 485;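 active means inhibition above the plate cutoff, the mean inhibition of test wells on that plate plus 3 SD, cut at about 28% in these data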;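 further: cells challenged with S1P at its EC80 of 0.8 µM; blue over green emission ratio from cleaved BLA substrate after 4 h stimulation; 0% = S1P-stimulated wells and 100% = unstimulated DMSO-only wells; some compounds past the cut are filed as inactive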
# DTT redox prof: compounds producing H2O2 with reducing agent – biochemical, NIH compound library profiling, artefact control for MLSCN library redox annotation, primary screen | DTT-dependent redox cycling H2O2, phenol red/HRP absorbance; 100% = 100 µM peroxide control, 0% = buffer | activation, % at 10 µM | actives 0.03% (n = 200,000) | AID 878;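 active means activation of at least 50% relative to the plate's high and low controls in the primary single-dose screen; inactive means activation below 50%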;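 further: compound incubated with DTT at 0.8 mM final as the reducing agent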
# TLR4 MyD88 comp: TLR4-MyD88 interaction inhibition in cells | O00206+Q99836 | HeLa CL3-4 TLR4/MyD88 BLA complementation, FRET ratio | inhibition, % at 8.4 µM | actives 0.18% (n = 200,000) | AID 861; in the data active means inhibition above about 25%;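 further: 0% = vehicle and 100% = reference inhibitor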
# Target sequence (O00206 whole entry, looked up): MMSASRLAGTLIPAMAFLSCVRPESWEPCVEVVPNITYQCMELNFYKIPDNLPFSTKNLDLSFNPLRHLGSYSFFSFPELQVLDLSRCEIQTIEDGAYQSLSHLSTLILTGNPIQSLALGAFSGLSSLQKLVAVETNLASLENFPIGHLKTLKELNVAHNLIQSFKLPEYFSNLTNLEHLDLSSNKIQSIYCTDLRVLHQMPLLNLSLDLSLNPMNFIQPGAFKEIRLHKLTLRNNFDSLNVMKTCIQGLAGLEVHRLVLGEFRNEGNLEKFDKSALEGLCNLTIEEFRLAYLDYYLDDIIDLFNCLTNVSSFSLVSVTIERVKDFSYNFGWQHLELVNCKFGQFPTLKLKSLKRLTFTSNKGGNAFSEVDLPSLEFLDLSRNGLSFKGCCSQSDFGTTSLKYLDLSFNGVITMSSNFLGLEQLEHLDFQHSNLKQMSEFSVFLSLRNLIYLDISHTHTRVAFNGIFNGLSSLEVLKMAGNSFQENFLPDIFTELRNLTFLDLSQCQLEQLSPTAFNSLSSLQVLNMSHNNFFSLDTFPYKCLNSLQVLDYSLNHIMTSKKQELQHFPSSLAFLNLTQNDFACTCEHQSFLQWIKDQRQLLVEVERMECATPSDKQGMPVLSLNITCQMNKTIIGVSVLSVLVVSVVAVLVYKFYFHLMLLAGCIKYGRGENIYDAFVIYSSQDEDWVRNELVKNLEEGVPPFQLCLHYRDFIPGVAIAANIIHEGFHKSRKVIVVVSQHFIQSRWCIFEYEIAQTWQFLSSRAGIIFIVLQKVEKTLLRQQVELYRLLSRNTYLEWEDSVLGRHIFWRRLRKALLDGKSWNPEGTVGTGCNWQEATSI
# Target sequence (Q99836 whole entry, looked up): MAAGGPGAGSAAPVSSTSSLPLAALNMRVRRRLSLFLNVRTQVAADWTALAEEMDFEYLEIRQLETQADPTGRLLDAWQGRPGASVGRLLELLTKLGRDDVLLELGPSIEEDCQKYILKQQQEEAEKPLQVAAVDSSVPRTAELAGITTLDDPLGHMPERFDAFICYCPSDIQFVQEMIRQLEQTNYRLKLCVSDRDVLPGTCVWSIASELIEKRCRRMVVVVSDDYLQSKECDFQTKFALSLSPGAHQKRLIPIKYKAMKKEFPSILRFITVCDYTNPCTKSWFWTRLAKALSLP
# Diaph act CS: activates diaphorase or chemically reduces, flagging diaphorase assay artifacts; actives 0.005% (n = 190,000); activation factor at 20 µM; AID 1229; Diaphorase/resazurin coupled assay, resorufin fluorescence, 16 min; stronger effect = higher value; 1 = vehicle wells, 0 = NADH-free wells;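 active means diaphorase activity raised at least twofold by the compound at 20 µM; inactive means activation factor below 2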
#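 System – purified diaphorase enzyme from Clostridium kluyveri · Input – enzyme 0.07 U/mL final · Also added – final NADH 0.114 mM, resazurin 0.1 mM · Measured by – fluorescence of resorufin, 544 nm excitation, 590 nm emission · Timing – 16 min enzyme reaction, ambient temperature · Measure – resorufin increase flagging diaphorase activators or reducers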
# Diaphorase inh: counter-screen for diaphorase-based assays: diaphorase inhibitors and chemical oxidizers. diaphorase resazurin-to-resorufin fluorescence, NADH, 16 min; bacterial (C. kluyveri) enzyme, not human. inhibition, % at 20 µM. actives 0.69% (n = 190,000). AID 1217;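 active means primary screen inhibition at 20 µM above a set limit, cut at about 50% in these data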;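 further: plate controls were DMSO with full reaction for no effect and wells lacking NADH for full effect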
#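 Detection: fluorescence of resorufin formed from resazurin, Ex 544/Em 590 nm; test system: Clostridium kluyveri diaphorase enzyme; amount: 0.14 U/mL diaphorase, enzyme working solution; times: 16-min room-temperature incubation before reading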
# PMI activator: increases human mannose-6-phosphate isomerase activity; P34949; activation factor at 20 µM; actives 0.005% (n = 190,000); purified human PMI, coupled resazurin fluorescence, 20 min; stronger effect = higher value; 1 = vehicle control, 0 substrate-free wells;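 active means activation factor of 2 or more at 20 µM, relative to plate controls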
# G6PDH counter: L. mesenteroides G6PDH inhibition counter-screen | Purified L. mesenteroides G6PDH, diaphorase/resazurin coupled fluorescence, 45 min | inhibition, % at 5 µM | actives 0.12% (n = 200,000)
# L major viab: Leishmania major promastigote growth inhibition | Leishmania major promastigotes, resazurin fluorescence viability | inhibition, % at 10 µM | actives 9% (n = 200,000) | AID 1063;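 further: promastigotes grown with compound for 44 hours at 28 °C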
# Hsp70 act: Hsp70 transcriptional activation, primary screen; HeLa Hsp70 promoter luciferase reporter, luminescence; scaled: vehicle 0, proteasome-inhibitor control 100%; activation, % at 10 µM; actives 0.04% (n = 200,000);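 active means activation above the mean across all tested compounds plus 3 SD, cutoff set per campaign, cut at about 5.5% in these data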;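 further: 100% = MG132 at 30 µM as the positive control and 0% = DMSO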
# PMI act satM6P: increases human PMI activity with near-saturating mannose 6-phosphate; P34949; coupled PMI enzyme assay, resazurin fluorescence, 20 min; stronger effect = higher value; 1 = untreated enzyme, 0 = substrate-free blank; activation factor at 20 µM; actives 0.34% (n = 190,000);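 active means activation factor of 2 or more at 20 µM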
#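 Test system: human phosphomannose isomerase with PGI, G6PDH, diaphorase coupling enzymes; Amount: PMI at 15 ng/mL final; Reagent: Mannose-6-phosphate 1.0 mM (near-saturating) plus 0.22 mM NADP+; Timing: 20 min, room temperature; Technique: resorufin fluorescence at Ex 544/Em 590 nm; Dosing: 20 µM single dose.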
# * hit, by the source's call; · = not tested or not shown. Unless noted, no stated cut-off is given here; in the data, active means inhibition above about 50%; inactive means the rest.
SMILES,RAM inhibit,S1P3 antagonist,DTT redox prof,TLR4 MyD88 comp,Diaph act CS,Diaphorase inh,PMI activator,G6PDH counter,L major viab,Hsp70 act,PMI act satM6P
CCn1cc(S(=O)(=O)N2CCN(Cc3ccc(F)cc3)CC2)cn1,-0.9,-3,-0.6,-5,0.9,7,1,0,6,0.1,1
O=C(c1ccco1)N1CCN(C(=O)c2cc(-c3ccccc3)nc3ccccc23)CC1,1.2,·,2.2,-7,0.9,7,1.1,4,34,0.0,1.1
CCOC(=O)N1CCN(c2c(N3CCN(c4ccccc4OC)CC3)c(=O)c2=O)CC1,·,-26,-3.3,7,1,0,0.9,19,-6,0.0,1
O=C1C2C3C=CC(C3)C2C(=O)N1/N=C/c1cc(Br)cc([N+](=O)[O-])c1O (stereo unspecified),-1.4,·,1.2,2,0.7,26,0.9,-7,5,-0.2,1
CCCCc1ccc(-n2c(Cc3cccs3)n[nH]c2=S)cc1,0.5,-4,-2.0,7,0.6,43,0.8,-1,2,0.0,0.8
CC(C)CC(C(=O)Nc1ccc2c(c1)OCCO2)N1C(=O)c2ccccc2C1=O (stereo unspecified),6.6,-4,-1.1,-1,1,-1,1.1,14,-9,-0.3,1
Cc1cc(C(=O)N2CCC(C(F)(F)F)n3nccc32)on1 (stereo unspecified),0.4,-17,2.5,-6,1,-5,1,12,-5,-0.3,1
CCOC(=O)c1ccc(NC(=O)CN2C(=O)CNC2=O)cc1,1.7,-23,10,-13,0.9,12,1,0,96*,-0.4,0.9
O=C(C1Cc2ccccc2CN1S(=O)(=O)c1cccs1)N1CCCCCC1 (stereo unspecified),2.3,15,2.3,2,0.9,8,1,-1,1,0.1,1.1
Cc1onc(-c2c(F)cccc2Cl)c1C(=O)OCC(=O)NC(N)=O,0.1,5,0.2,2,1.1,-6,1.1,3,3,-0.3,1
C=CCc1c(C)nc(SC)nc1Nc1ccc(C(=O)O)cc1,1.8,9,0.6,-3,0.9,6,1,-8,-3,-0.3,1.1
CC1CCC/C(=C\Nc2ccc3c(c2)OCO3)C1=O (stereo unspecified),0.9,13,-1.0,16,0.6,41,0.9,18,8,-0.2,0.7
CSc1ccc(Cl)c(C(=O)OCC(=O)NC2CC2)c1,3.0,·,2.1,5,1,2,1,5,0,-0.4,1.1
CCC1(CC)Cc2ccccc2-c2nc(NCCCO)[nH]c(=O)c21,0.0,-9,-1.0,-14,0.8,20,0.8,7,5,-0.2,1
CCOC(=O)C1C(=O)NC(N2CCN(c3ccccc3)CC2)=NC1c1ccco1 (stereo unspecified),1.1,-20,-0.9,7,0.9,5,0.9,6,-9,-0.1,0.9
CCCCCC[n+]1c(-c2ccccc2)csc1Nc1ccccc1,-1.0,-3,2.6,-6,0.8,17,1,-7,9,-0.3,1
Cn1c(NCc2ccco2)nc2c1c(=O)n(Cc1ccc(Cl)cc1)c(=O)n2C,4.3,10,-3.5,-7,0.9,7,0.9,3,-6,0.2,1
COc1ccc2nc(NCCNC(=S)NCCCN3CCOCC3)c(C#N)cc2c1,-0.6,-3,-0.7,6,1.3,-29,1.4,7,11,-0.3,1.3
O=C(COc1ccc2ccccc2c1)N1CCN(C(=O)c2ccco2)CC1,0.9,-9,1.0,-8,0.9,5,1.2,4,4,0.6,1.1
CNc1ccccc1C(C)(C)c1cc(-c2cc(C)cc(C)c2)no1,3.8,0,0.2,6,0.8,18,0.9,-7,0,-0.3,1
COc1cccc(C2CC(c3ccc(C)cc3)n3nc(N)nc3N2)c1 (stereo unspecified),-0.8,-14,0.2,8,0.9,12,0.9,-12,-4,-0.5,0.9
CC(C)c1ccc(NC(=S)NN2CCOCC2)cc1,-0.1,-2,0.4,-3,0.9,14,0.9,6,-6,-0.3,1
Cc1ccc(Cn2cnc3ccccc32)cc1C,-0.1,10,-0.1,-2,1,-4,1.1,0,15,-0.4,1.1
CC(=O)C1=C(C)NC(=O)NC1c1cccc(O)c1 (stereo unspecified),2.0,23,-1.2,-7,1,1,1,5,3,-0.3,1
O=C1c2nc3ccccn3c2C(=O)N1Cc1ccccc1,1.3,-48,-3.5,24,0.8,18,0.9,12,5,-0.2,0.8

# (next part)
SMILES,RAM inhibit,S1P3 antagonist,DTT redox prof,TLR4 MyD88 comp,Diaph act CS,Diaphorase inh,PMI activator,G6PDH counter,L major viab,Hsp70 act,PMI act satM6P
CC1=Nc2ncnn2C(c2ccccc2)/C1=N\O (stereo unspecified),1.5,-15,2.1,-1,1,4,1.2,8,-1,-0.2,1.1
CCOC(=O)c1cc2c(ccn2C)n1CC(=O)N1CCN(c2cccc(C(F)(F)F)c2)CC1,1.9,·,0.3,7,0.9,6,1,0,3,-0.3,0.8
CCc1ccc(-n2nc3ccc(NC(=O)c4ccc5c(c4)OCO5)cc3n2)cc1,3.6,·,0.4,-11,0.9,7,1,1,2,-0.1,1
CC(NC(=O)c1cc2sccc2n1C)c1ccc2c(c1)OCCO2 (stereo unspecified),-0.9,-7,1.4,8,0.8,20,0.8,23,12,-0.1,0.9
O=S(=O)(c1ccc(-n2cnnn2)cc1)N1CCC(N2CCCCC2)CC1,0.9,-6,4.9,-7,1.1,-5,1.1,5,-2,-0.4,1.1
CCCC(=O)NNC(=O)CCC(=O)NCc1ccccc1,1.7,·,-3.5,6,1,-1,1,-5,-6,-0.1,1
Cc1cc(C)nc(SCCN(C)C)n1,-0.2,2,-0.8,7,0.9,6,1,10,-1,-0.1,1.1
Cc1oc(-c2ccccc2F)nc1CS(=O)(=O)CC(=O)NCCCN(C)C1CCCCC1,0.0,19,2.6,0,0.9,9,1,3,3,-0.1,1
COc1ccc2cc3c(N)nn(C(=O)Cc4ccc(Cl)cc4)c3nc2c1,5.0,·,-0.4,4,1,3,1.1,5,-3,0.0,1
Cc1nn(-c2ccc3ccccc3c2)c(=O)c2ccccc12,0.4,12,-1.5,0,1,-1,0.9,17,-1,1.0,0.9
Cc1ccc(C(=O)NC(=S)NCC2CCCO2)cc1[N+](=O)[O-] (stereo unspecified),-0.9,-11,-0.6,-13,0.8,23,0.9,12,-4,0.1,0.9
O=C(CN1CCCCC1)Nc1ccccc1-c1ccccc1,1.6,·,0.0,-21,1,0,0.8,8,7,-0.2,0.9
CC(=O)Nc1cccc(NC(=O)c2ccc([N+](=O)[O-])cc2Cl)c1,0.6,-21,-0.7,-2,0.9,11,1,6,25,-0.3,0.9
COc1cc(C2CC(=O)Nc3cc(C)c(C)cc32)cc(OC)c1OC (stereo unspecified),3.9,-5,0.1,-1,0.9,12,1,7,4,0.8,0.9
Nc1nc(COc2ccccc2)cs1,0.7,·,-0.1,-1,1,5,1,-2,-4,-0.1,1.1
O=C(O)CSC1CC(=O)N(c2ccc(Cl)cc2)C1=O (stereo unspecified),0.6,-16,-0.6,-9,0.9,13,1.1,1,-10,-0.2,1.1
CN(C)c1nnnn1-c1ccc(Oc2ncc(C(F)(F)F)cc2Cl)cc1,1.9,-2,-0.9,-6,1.1,-10,1.1,2,-7,-0.2,1
COc1cc(CNCCN2CCOCC2)ccc1OCc1ccc(Cl)cc1,3.9,·,0.1,1,1,4,1,-4,94*,-0.1,1.1
COC(=O)c1nc(NC2=NCCCCC2)n[nH]1,1.0,-13,0.1,-9,1,4,1.1,4,-2,-0.4,1.1
Clc1nc(Cl)nc(N(c2ccccc2)c2ccccc2)n1,2.9,2,-0.1,3,1,4,1.3,3,-7,0.2,1.4
O=c1c2ccc([N+](=O)[O-])cc2ncn1CCOc1ccc(Cl)cc1,0.9,-2,-0.7,-6,0.9,7,1.4,12,20,-0.3,1.2
CCCCCC(=O)N1CCN(CCN=CC2=C(O)CC(c3ccco3)CC2=O)CC1 (stereo unspecified),1.2,-15,2.1,-6,0.9,9,1,-3,-7,0.0,0.9
O=C(c1ccc2c(=O)n(-c3ccccc3)c(=O)[nH]c2c1)N1CCN(c2ccc(F)cc2)CC1,5.5,·,-0.8,2,0.9,13,1.1,3,-9,-0.4,1
CCOc1c(Br)cc(CNc2ccc3c(c2)OCCO3)cc1OC,0.0,·,-2.1,21,0.7,28,0.8,7,9,0.0,0.8
COc1ccc(N(C(=O)c2ccco2)S(=O)(=O)c2cc(OC)ccc2OC)cc1,1.6,-30,0.0,-2,0.8,22,0.9,7,1,-0.1,0.8

# 3 of the compounds above, tab-delimited.
molecule	RAM inhibit	S1P3 antagonist	DTT redox prof	TLR4 MyD88 comp	Diaph act CS	Diaphorase inh	PMI activator	G6PDH counter	L major viab	Hsp70 act	PMI act satM6P
Cc1ccc(C(=O)NC(=S)NCC2CCCO2)cc1[N+](=O)[O-] (stereo unspecified)	-0.9	-11	-0.6	-13	0.8	23	0.9	12	-4	0.1	0.9
O=c1c2ccc([N+](=O)[O-])cc2ncn1CCOc1ccc(Cl)cc1	0.9	-2	-0.7	-6	0.9	7	1.4	12	20	-0.3	1.2
CCOc1c(Br)cc(CNc2ccc3c(c2)OCCO3)cc1OC	0.0	·	-2.1	21	0.7	28	0.8	7	9	0.0	0.8

# Following part:
SMILES,RAM inhibit,S1P3 antagonist,DTT redox prof,TLR4 MyD88 comp,Diaph act CS,Diaphorase inh,PMI activator,G6PDH counter,L major viab,Hsp70 act,PMI act satM6P
CCOC(=O)c1sc(NC(=O)c2cncc(Br)c2)nc1C,0.5,·,0.8,-8,0.9,7,1,-6,-9,0.6,1.1
O=C(CSc1cccc[n+]1[O-])NCC1CCCCC1,1.7,-7,-1.8,-8,0.9,13,0.9,1,5,0.6,1
O=C(c1ccccn1)N(CC1CCCO1)C1(C(=O)NC2CCCCC2)CCCCC1 (stereo unspecified),1.9,·,-0.3,-9,0.9,7,1,-1,-1,-0.3,1
CCOC(=O)CSc1nc2ccccc2c(=O)n1NC(=O)c1ccccc1,0.1,-12,0.8,4,0.8,16,1,2,-2,0.2,0.9
COc1ccc2nc(NC(=O)[C@@H]3CCCN3C(=O)c3cccs3)sc2c1,0.1,-9,-0.1,-5,0.9,10,1,-1,-3,-0.2,1
O=C(COc1ccccc1-c1ccccc1)NCCN1C(=O)S/C(=C\c2cccnc2)C1=O,2.0,10,0.3,-11,0.8,16,0.9,-14,37,-0.3,0.9
O=c1oc(-c2ccccc2)nc2c1C1(CCCCC1)Cc1ccccc1-2,0.7,·,0.4,-7,0.9,9,0.9,1,2,0.5,0.9
COc1ccc(CCNC(=O)c2c(O)c3c([nH]c2=O)CCCC3)cc1,7.6,·,0.1,0,0.9,6,1,5,-4,-0.2,1

# Outcome played no part in choosing rows. About 12% of those tested had a hit in this group.
